Assay outcomes from PubChem BioAssay.
AmpC detergent – AmpC beta-lactamase inhibition with detergent present | AmpC hydrolysis of nitrocefin, absorbance 480 nm, 0.01% Triton | hit rate 0.041% among 370,000 | P00811 | Potency, µM (doses to about 114 µM), without a hit: at the highest dose activity change, negative = inhibition, usual class: inhibitors;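 further: potency means the concentration at half of the fitted maximal effect; 0% = no-compound wells and -100% = no-enzyme wells; nearly all actives have a fitted effect of over 25% in size; some results filed as inactive show a strong effect at the top dose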
Target sequence (P00811 whole entry, looked up): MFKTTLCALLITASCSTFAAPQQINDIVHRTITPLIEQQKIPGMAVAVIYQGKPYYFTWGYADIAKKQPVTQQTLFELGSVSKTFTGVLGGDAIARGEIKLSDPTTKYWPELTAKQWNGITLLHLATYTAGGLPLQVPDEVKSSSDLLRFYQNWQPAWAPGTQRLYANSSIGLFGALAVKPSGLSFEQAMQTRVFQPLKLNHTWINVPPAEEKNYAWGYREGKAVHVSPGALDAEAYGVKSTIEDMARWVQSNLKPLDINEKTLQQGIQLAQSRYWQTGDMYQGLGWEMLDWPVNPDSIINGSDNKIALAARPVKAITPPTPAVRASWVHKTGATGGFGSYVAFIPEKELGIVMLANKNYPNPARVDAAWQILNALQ
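20 mM phosphate pH 7.0 + 0.01% (detergent screen) or 0.0001% Triton X-100; 5.3 nM AmpC reagent; cpd preinc 15 min RT; nitrocefin (800 uM stock) to start; A480 q20 s × 4 min; Activity was normalised to no-enzyme and no-compound control wells.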
Shiga inhibitor – inhibitors of Shiga toxin in Vero cells. inhibition, % at 38.7 µM. Vero cells, Shiga toxin protein synthesis inhibition reporter. hit rate 9.2% among 290,000; in the data active means inhibition mostly above about 28%, no sharp cut-off; inactive means mostly below about 43%; further: 0% is about no effect
CHX counter – counter-screen hit for Shiga toxin inhibitors, cycloheximide. cell reporter, cycloheximide protein synthesis inhibition counterscreen. max response, %. hit rate 12% among 300,000. AID 2314; in the data active means max response mostly above about 13%, no sharp cut-off; inactive means mostly below about 14%; further: read at 38.3 µM for the half of the compounds with a filed dose; 0% is about no effect
HCMV antiviral – human cytomegalovirus inhibition. hit rate 4.5% among 410,000. AID 1259415. HFF cells, HCMV-luciferase reporter, 72 h; active compounds read low. activity change, negative = inhibition, % at 57.5 µM; in the data active means activity change below about -60%; inconclusive means no clear call, values can overlap the other calls; inactive means above about -39%; further: on the % scale 0 is the no-effect control and ±100 the full control effect
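Human foreskin fibroblasts infected with luciferase-reporter HCMV at MOI 1 PFU/cell, compounds at two doses. Luciferase measured 72 h post infection; normalized to buffer-only basal and Salinomycin (10uM) controls.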
Giardia FBPA inh – blocks Giardia fructose-bisphosphate aldolase activity; Potency, µM (highest dose often 59.6 µM), for the others: at the top dose activity, negative = inhibition, hits mostly inhibitors; A8B2U2; purified Giardia FBPA; hit rate 0.71% among 290,000; AID 2451; further: potency means the concentration at half of the fitted maximal effect; on the % scale 0 is the no-effect control and ±100 the full control effect; nearly all actives have a fitted effect of over 55% in size
Target sequence (A8B2U2 whole entry, looked up): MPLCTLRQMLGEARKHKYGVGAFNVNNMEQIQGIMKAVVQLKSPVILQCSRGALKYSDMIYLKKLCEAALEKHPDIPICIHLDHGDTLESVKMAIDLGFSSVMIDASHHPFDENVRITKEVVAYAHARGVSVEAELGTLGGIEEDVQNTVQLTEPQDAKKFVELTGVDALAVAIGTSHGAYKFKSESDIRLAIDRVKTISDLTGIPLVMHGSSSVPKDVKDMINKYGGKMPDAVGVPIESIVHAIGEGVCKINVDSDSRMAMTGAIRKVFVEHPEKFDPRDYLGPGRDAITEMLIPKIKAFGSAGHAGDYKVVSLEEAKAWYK
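40 nM FBPA preincubated 10 min at RT with compound (up to 57.5 uM final), then substrate plus GAPDH/TPI/NAD/arsenate coupling and diaphorase/resazurin added. Fluorescence read after 20 min at RT, 525/598 nm.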
AMA1 RON2 block – AMA1-RON2 (P. falciparum) interaction inhibition; AlphaScreen AMA1-biotinylated RON2 peptide binding; Potency, µM (titrated, usually from 58.2 µM), for inactives: at the highest dose activity change, negative = inhibition, most hits filed as inhibitors; hit rate 0.2% among 360,000;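 further: potency means the concentration at half of the fitted maximal effect; 0% = vehicle wells and -100% = peptide control; nearly all actives have a fitted effect of over 45% in size; some results filed as inactive show a strong effect at the top dose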
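AMA1 (3D7) with his tag at 25 nM final met compounds first, then biotinylated RON2 peptide at 25 nM; detection used donor plus acceptor beads, 10 µg/mL apiece, read by AlphaScreen after 30 min at room temperature.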
AmpC no deterg – blocks E. coli AmpC beta-lactamase in detergent-free assay; AmpC nitrocefin hydrolysis, absorbance 480 nm, 0.0001% Triton; hit rate 0.52% among 330,000; Potency, µM (top dose mostly 57.1 µM), without a hit: at the top dose activity change, negative = inhibition, usual class: inhibitors; AID 485341;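 further: potency means the concentration at half of the fitted maximal effect; plate controls were no compound for no effect and no enzyme for full effect; nearly all actives have a fitted effect of over 20% in size; some results filed as inactive show a strong effect at the top dose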
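20 mM phosphate pH 7.0 + 0.01% (detergent screen) or 0.0001% Triton X-100; 5.3 nM AmpC reagent; cpd preinc 15 min RT; nitrocefin (800 uM stock) to start; A480 q20 s × 4 min; Activity was normalised to no-enzyme and no-compound control wells.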
* = called active by the depositor; ? = inconclusive; nt = not tested or not shown; & = joins results of further samples; [ ] = dose if it differs, or a comment. Unless noted, the call rests on the fitted dose curve; in most records, active means well fitted curve in the direction sought with a large enough effect; inconclusive means small, poorly fitted or top-dose-only effect, or another doubt; inactive means no such curve, though single readings can be large; an effect the other way counts as inactive or inconclusive. Compounds were not picked by outcome; about 16% have a hit in one of these screens.

Compound	AmpC detergent	Shiga inhibitor	CHX counter	HCMV antiviral	Giardia FBPA inh	AMA1 RON2 block	AmpC no deterg
Cc1cc(C(=O)OCC(=O)c2ccc(Cl)c([N+](=O)[O-])c2)c2cccc(C)c2n1	-10%	-11	-2	28	1%	-11%	-53%
CN(c1ccccc1)S(=O)(=O)c1ccc2ccccc2c1	-10%	19	-1	29	-8%	15%	-32%
N=C1SCC(=O)N1Cc1ccccc1	2%	-5	-5	-23	3%	5%	-22%
COc1ccc(CCNC(=O)C(NS(=O)(=O)c2ccc3c(c2)CCN3C(C)=O)C(C)C)cc1OC (stereo unspecified)	0%	-4	0	nt	-17%	nt	18%
O=C(NCCN1CCCCC1)c1cccc2c1C(=O)c1ccc(N3CCCC3)cc1S2(=O)=O	nt	nt	nt	-65*	nt	-5%	133%[activator]
COC(=O)C[C@H](NC(=O)Cn1cnc2c(NCc3ccccc3)ncnc21)C(=O)OC	nt	nt	nt	39	nt	3%	-8%
O=C(NCC1CCCO1)C1CC(=O)N(c2cccc(Cl)c2)C1 (stereo unspecified)	-5%	-5	-1	-33	3%	6%	-13%
O=C(CCc1nc(-c2ccc(Cl)cc2)no1)NC1CCCCC1	0%	-6	-4	1	3%	17%	-11%
OC(COCc1ccc(Cl)cc1)CN1CCN(c2ccccn2)CC1 (stereo unspecified)	0%	-1	-1	-34	-15%	-5%[11.6 µM]	30%
CC(C)C[C@@]12C(=O)N(c3cccc(Cl)c3)C(=O)N1[C@H](c1ccc(Cl)cc1)[C@@H]1C(=O)N(C3CCCCC3)C(=O)[C@@H]12	5%	nt	nt	-1	nt	-7%	-29%
CC(C)COP(=O)(OCC(C)C)C(Nc1ccccc1)c1ccc2c(c1)OCO2 (stereo unspecified)	1%	-15	-3	-30	-2%	-2%	121%[activator]
COc1cc2nc(NCC3CCCO3)n3nc(-c4cccnc4)nc3c2cc1OC (stereo unspecified)	?	-11	-1	?	1%	-4%	3%
O=c1nc(/C=C/c2ccc(O)c(O)c2)oc2ccccc12	2%	38	25*	nt	-16%	?	-35%
O=C1/C(=C/c2cccnc2)Oc2cc(OS(=O)(=O)c3ccccc3)ccc21	3%	15	8	nt	-4%	-19%	-2%
COc1ccc(CN(C)CC(=O)NC(=O)Nc2ccccc2F)cc1	8%	nt	nt	-19	nt	38%[activator]	-7%
Cc1ccc(C)c(OCC(=O)NCC(c2ccco2)N2CCCCC2)c1 (stereo unspecified)	0%	nt	nt	-26	nt	-1%	5%
CCN(CC)CCN1C(=O)Cn2c(C)c(C)c3cccc1c32	0%&-7%	-4&-12	1&-3	?	0%&-3%	-2%&-20%	15%&20%
O=C(C1CCCO1)N(c1ccc(F)cc1)C1C=CS(=O)(=O)C1 (stereo unspecified)	?	-8	-10	47	4%	-2%	1%
CCc1sc(C(=O)N2CCC3(CC2)OCCO3)cc1Br	?	-9	-3	7	-1%	-5%	-2%
CCOc1ccc(C2=Nn3c(nnc3-c3ccccn3)SC2)cc1	-20%	-16	-4	-32	-2%	?	17%

More entries.
Compound	AmpC detergent	Shiga inhibitor	CHX counter	HCMV antiviral	Giardia FBPA inh	AMA1 RON2 block	AmpC no deterg
COc1cc(NC(=O)c2sc3nc(C)nc(N4CCOCC4)c3c2C)cc(OC)c1OC	-5%	6	-5	61	4%	-8%	126%[activator]
N=C1C(c2ccccc2)=C(O)CN1CCCO	0%	3	-3	-9	6%	-3%	-11%
CSc1cccc(NC(=O)CSc2nc3ccccc3o2)c1	0%	63*	40*	-19	-8%	3%	-25%
COc1cccc(CNC(=O)c2cccc(NC3=NC4CS(=O)(=O)CC4S3)c2)c1 (stereo unspecified)	?	13	3	21	-18%	2%	-13%
CCn1c(SCC(=O)NCc2cccs2)nc2c1c(=O)n(C)c(=O)n2C	-18%	-5	-1	7	1%	7%	-19%
O=C(Nc1nnc(SCc2ccccn2)s1)C1CC(=O)N(c2ccccc2)C1 (stereo unspecified)	6%	-2	-6	-23	1%	-4%	-14%
CNc1nc(-c2ccccc2)cc(C)c1S(C)(=O)=O	-4%	27	29	-14	8%	70%[activator]	10%
COc1ccc(C(=O)Nc2ccc(NC(C)=O)cc2)cc1S(=O)(=O)N(C)Cc1ccccc1	-1%	nt	nt	0	nt	5%	20%
COc1ccc(C(=O)Nc2cccc3c2C(=O)NC3=O)cc1S(=O)(=O)N1CCOCC1	-9%	-5	0	20	0%	10%	-36%
COc1cc(OC)cc(C(=O)N[C@H](C(=O)OCC(N)=O)C(C)C)c1	-4%	1	-4	31	2%	5%	-29%
CCN(CC)CCOC(=O)c1ccc(NC(=O)C2(c3ccccc3)CCCC2)cc1	?	-8	2	-36	-7%	13%	40%
CCCN(C(=O)c1ccc(OCC(C)C)cc1)c1c(N)n(Cc2ccccc2)c(=O)[nH]c1=O	-12%	nt	nt	-4	nt	5%	14%
COC(=O)CCCC1=CC2=CC(=O)C(C)(OC(=O)c3cccs3)C(=O)C2=CN1c1ccc(OC)cc1 (stereo unspecified)	-1%	13	-1	-35	?	-9%	128%[activator]
COc1ccc(CNc2nc3c(c(C(F)(F)F)n2)CCCCC3)cc1	-4%	3	-3	nt	0%	nt	-8%
CC(=O)c1ccc(NC(=O)c2ccc3nc(-c4ccco4)c(-c4ccco4)nc3c2)cc1	-5%	-18	-2	nt	?	11%	-37%
CCn1cc(C(=O)OCc2ccc(F)cc2)c(=O)c2ccc(C)nc21	-12%	0	-3	-20	13%	?	11%
COCCNC(=O)Cn1nc(-c2ccccc2OC)ccc1=O	-8%	2	-4	-5	0%	3%	-8%
COc1ccc(N2CCN(C3CCCN(C(=O)C4=C(C)OCCO4)C3)CC2)cc1 (stereo unspecified)	?	-5	-1	6	nt	1%	10%
O=C(NCc1ccccc1)C(c1c(F)cccc1Cl)N(C(=O)c1csnn1)C1CC1 (stereo unspecified)	-8%	-6	-1	-8	21%	-12%	-18%
CC(C)CNC(=S)NNC(=O)c1nn(C)cc1Cl	?	4	-3	14	19%	140%[activator]	-9%

Additional structures follow:
Compound	AmpC detergent	Shiga inhibitor	CHX counter	HCMV antiviral	Giardia FBPA inh	AMA1 RON2 block	AmpC no deterg
O=C(C1COc2ccccc2O1)N1CCOCC1 (stereo unspecified)	?	-4	-2	-17	2%	29%	-21%
OC(c1cc(C(F)(F)F)nc2c(C(F)(F)F)cccc12)C1CCCCN1 (stereo unspecified)	0%	nt	nt	-99*	-13%	0%	30%
Cc1ccc(S(=O)(=O)CCC(=O)Nc2nccs2)cc1	3%	-8	1	-37	-3%	-6%	-13%
CC(C)NC(=O)NC(=O)CSc1ccc(S(=O)(=O)N2CCOCC2)cn1	0%	nt	nt	-19	nt	-10%	18%
Cc1sc2ncn(CC(=O)Nc3cccc(S(N)(=O)=O)c3)c(=O)c2c1-c1ccccc1	-3%	-4	-2	-39	0%	1%	-52%
O=C(CSc1nnnn1-c1cccc2c1CCCC2)NC1CCCC1	2%	-8	-4	-11	-2%	1%	0%
Cc1ccc(C)c(NC(=O)COC(=O)c2nc(Cl)ccc2Cl)c1	0%	nt	nt	-27	nt	18%	-12%
COc1ccc(C)cc1NC(=O)CCNS(=O)(=O)c1cccc2nonc12	-1%&0%	-19	3	-6&5	14%	-10%	-4%
CCC(C)n1c(SC(C)C#N)nc2ccccc2c1=O (stereo unspecified)	?	-11	-3	-11	3%	5%	-10%
CC1Cc2nc(SCC(=O)NCC3CCCO3)n(-c3ccc(F)cc3)c(=O)c2S1 (stereo unspecified)	-10%	-2	-3	-9	-4%	-8%	1%
c1ccc(OCCSc2nc3ccccc3[nH]2)cc1	4%	21*	26*	4	3%	0%	-21%
CCCOc1ccccc1C(=O)NC(CO)C(=O)O (stereo unspecified)	-1%	-17	-3	-1	8%	-2%	-2%
O=C(O)CCC(C(=O)O)n1c(O)c(C2=c3ccccc3=NC2=O)sc1=S (stereo unspecified)	-5%	-9	-4	48	-26%	-11%	-27%
O=C(NC1CCCc2ccccc21)C1CCN(c2nnc(-n3cccc3)s2)CC1 (stereo unspecified)	?	-4	0	1	7%	-3%	-6%
CCOC(=O)Cc1csc(N/N=C/c2ccccc2)n1	-9%	104*	61*	-29	1%	79%[activator]	-14%
COc1c(Cl)cc(Cl)cc1C(=O)Nc1ccc(CN2CCCCC2)cc1	0%	-8	-5	-20	5%	-3%	10%
CCCn1c(-c2ccccc2)nc2c(=O)n(C)c(=O)[nH]c21	9%	-19	-4	-3	-11%	4%	-19%
COc1cc(C2CC(=O)Oc3cc(C)c(Cl)c(C)c32)cc(OC)c1OC (stereo unspecified)	nt	nt	nt	9	nt	-2%	68%[activator]
Cc1cc(C)nc(SCc2ccc(C(=O)N/N=C3\CC(C)CC(C)(C)C3)cc2)n1 (stereo unspecified)	-3%	-4	-1	-9	0%	62%[activator]	-25%
Cc1[nH]nc2c1C1(CCN(Cc3ccccc3)CC1)C(C#N)=C(N)O2	?	12	4	92	-26%	14%	-13%

Additional structures:
Compound	AmpC detergent	Shiga inhibitor	CHX counter	HCMV antiviral	Giardia FBPA inh	AMA1 RON2 block	AmpC no deterg
O=C(CO/N=C/c1ccccc1Cl)N1CCCc2ccccc21	5%	18	0	-39	11%	5%	-7%
Cc1occc1-c1nnc(SCC(=O)Nc2nc3ccccc3s2)o1	-7%	4	7	4	5%	65%[activator]	-2%
COc1ccc(/C=C/C(=O)N2CCN(c3ccccn3)CC2)c(OC)c1OC	-4%	-8	-5	-21	0%	-3%	6%
COc1ccc(S(=O)(=O)Nc2ccc(-n3cccc3)cc2)cc1	1%	-2	-5	-10	-3%	-9%	-42%
CCOCCCN1CN(Cc2ccco2)CNC1=S	?	-11	3	-33	-20%	-16%	-14%
COc1cccc(-c2ncc3ccccc3c2COC(=O)c2cccc(Br)c2)c1	1%	nt	nt	-4	nt	-5%	-9%
COC(=O)C(C)Sc1nc2c([nH]c3ccccc32)c(=O)n1C (stereo unspecified)	-10%	-15	1	144	-6%	37%[activator]	-25%
CCOC(=O)N1CCN(C(=O)CCNS(=O)(=O)c2ccc3c(c2)c(=O)n(C)c(=O)n3C)CC1	3%	2	-4	-22	0%	3%	-19%
Cn1c(C(O)c2ccccc2)nc(Cl)c1Cl (stereo unspecified)	-9%	-3	-2	-34	-5%	-6%	-9%
CCOc1ccc(S(=O)(=O)Nc2cccc(C(=O)NCC(c3ccco3)N(C)C)c2)cc1 (stereo unspecified)	-12%	nt	nt	-18	nt	59%[activator]	-25%
CCCc1nn(C)c2c(=O)[nH]c(-c3cc(S(N)(=O)=O)ccc3OCC)nc12	-7%	-4	-4	-26	-3%	7%	-15%
CCOC(=O)c1ccc2nc(C)c(CC)c(Cl)c2c1	-4%	50	9	?	0%	9%	10%
